Screening results from PubChem.
STAT1 act: increases IFN-gamma driven STAT1 reporter signal; NIH 3T3 STAT1-luciferase reporter, luminescence; 100% = IFN-gamma alone, no compound; activation (% of control), % at 5.5 µM; 2.6% of 200,000 active; AID 932;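 active means activation above the screen-wide mean activation plus 3 SD, cut at about 130% in these data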;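 further: raw ratio to IFN-gamma control signal so 100% means no change and 0% no light; values of inactives mirror those of a sister screen read the other way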
G6PDH CS: L. mesenteroides G6PDH inhibition counter-screen; Purified L. mesenteroides G6PDH, diaphorase/resazurin coupled fluorescence, 45 min; inhibition, % at 5 µM; 0.12% of 200,000 active; AID 1020; in the data active means inhibition above about 50%
NF-kB neuron act: NF-kB expression increase, human neuronal cells; fold change at 12.5 µM; 1.6% of 190,000 active; NF-kB reporter expression; active compounds read high; in the data active means fold change above about 3.3
Redox H2O2 prof: compounds producing H2O2 with reducing agent – biochemical, NIH compound library profiling, artefact control for MLSCN library redox annotation, primary screen; 0.03% of 200,000 active; DTT-dependent redox cycling H2O2, phenol red/HRP absorbance; 100% = 100 µM peroxide control, 0% = buffer; activation, % at 10 µM; AID 878;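 active means activation of at least 50% relative to the plate's high and low controls in the primary single-dose screen; inactive means activation below 50%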;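 further: compound incubated with DTT at 0.8 mM final as the reducing agent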
APP 5'UTR act: APP 5'UTR luciferase reporter activation; SH-SY5Y APP 5'UTR luciferase reporter, luminescence; zero percent = DMSO vehicle wells; activation, % at 2 µM; 1% of 190,000 active; AID 1276;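 active means activation above a set limit, based on mean plus 3 SD of controls, cut at about 140% in these data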; further: values of inactives mirror those of a sister screen read the other way
FLuc act counter: affects firefly luciferase, flagging false hits in luciferase stimulation screens; AID 1027; 200,000 tested, under 10 active; activation factor at 10 µM; ATPlite luciferase biochemical, luminescence, 10 min; 0 = ATP-free wells, 1 = DMSO control;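 active means luciferase activation factor, scaled between plate controls, of at least 2 with compound at 10 µM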
Target sequence (P08659 whole entry, looked up): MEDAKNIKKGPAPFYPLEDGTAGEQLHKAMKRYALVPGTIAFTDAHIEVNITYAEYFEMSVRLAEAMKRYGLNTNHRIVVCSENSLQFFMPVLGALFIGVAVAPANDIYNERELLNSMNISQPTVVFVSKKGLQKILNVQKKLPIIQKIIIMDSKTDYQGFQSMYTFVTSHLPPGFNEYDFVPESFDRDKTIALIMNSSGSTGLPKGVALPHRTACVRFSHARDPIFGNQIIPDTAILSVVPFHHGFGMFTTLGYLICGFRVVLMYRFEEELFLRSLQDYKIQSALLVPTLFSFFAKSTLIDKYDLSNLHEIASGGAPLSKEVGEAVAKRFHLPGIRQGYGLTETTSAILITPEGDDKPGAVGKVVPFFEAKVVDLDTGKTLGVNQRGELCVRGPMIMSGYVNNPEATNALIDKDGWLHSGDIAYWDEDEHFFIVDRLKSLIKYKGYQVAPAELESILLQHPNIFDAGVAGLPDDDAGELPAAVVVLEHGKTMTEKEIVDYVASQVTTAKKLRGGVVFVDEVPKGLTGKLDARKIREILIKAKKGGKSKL
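Assay system: Luciferase/luciferin detection reagent, cell-free biochemical luciferase assay / Read-out: luciferase activation / Benchmarks: No-ATP low control, compound-free enzyme-plus-ATP high control / Medium: PBS buffer for ATP / Detection: luminescence measurement of luciferase light output / Schedule: 10 min at ambient temperature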
FLuc inhib CS: counter-screen for luciferase assay inhibitors: firefly luciferase inhibition. AID 1006. inhibition, % at 10 µM. ATPLite firefly luciferase biochemical luminescence, 10 min. 1.5% of 200,000 active;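 active means inhibition above about 50% when tested at 10 µM, limit read from the data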
Efa HMGR inh: blocks class II HMG-CoA reductase of Enterococcus faecalis; 0.41% of 190,000 active; purified E. faecalis HMGR, NADPH absorbance 340 nm kinetic; inhibition, % at 10 µM;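 active means inhibition above a set limit, the median over all tested compounds plus 3 SD, cut at about 9.5% in these data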;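 further: enzyme runs in reverse so mevalonate oxidation gives rising NADPH absorbance; 0% = complete reaction with DMSO and 100% = background rate lacking mevalonate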
Hsp70 act: Hsp70 transcriptional activation, primary screen | 0.04% of 200,000 active | HeLa Hsp70 promoter luciferase reporter, luminescence; scaled: vehicle 0, proteasome-inhibitor control 100% | activation, % at 10 µM;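 active means activation above the mean across all tested compounds plus 3 SD, cutoff set per campaign, cut at about 5.5% in these data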;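 further: 100% = MG132 at 30 µM as the positive control and 0% = DMSO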
APP 5UTR inh: APP translation inhibition. SH-SY5Y APP 5'UTR-luciferase reporter, luminescence. inhibition, % at 2 µM. 0.82% of 190,000 active;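 active means inhibition above a set limit, derived from the sample mean plus 3 SD, cut at about 45% in these data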; further: values of inactives mirror those of a sister screen read the other way
Active calls of the source: *; · = no result given.

SMILES | STAT1 act | G6PDH CS | NF-kB neuron act | Redox H2O2 prof | APP 5'UTR act | FLuc act counter | FLuc inhib CS | Efa HMGR inh | Hsp70 act | APP 5UTR inh
CC(C)N1CCC(N2CCN(Cc3cc4c(cc3Cl)OCO4)CC2CCO)CC1 (stereo unspecified) | 107 | 8 | 0.96 | -10 | -11 | 1 | -4 | -4 | -0.1 | 10
CN(C)/C=C(\C#N)c1nc2ccccc2[nH]1 | 106 | -6 | 1.4 | -1.5 | 15 | 1 | -2 | 0 | -0.4 | -15
CCCCNC(=O)CN(C1CCCCC1)S(C)(=O)=O | 98 | -1 | 1.2 | -0.2 | -4 | 1 | -4 | -2 | 0.0 | 4
CC(=O)NC1CC2CCCC(C1)N2CC(=O)NCc1ccc(F)cc1 (stereo unspecified) | 103 | 3 | 1.3 | 0.0 | -28 | 1.1 | -7 | -7 | -0.3 | 28
Cc1sc(NC(=O)c2ccc(Cl)s2)c(C(N)=O)c1C | 167* | -10 | 5.3* | 1.6 | 142* | 0.7 | 29 | -6 | 0.6 | -142
NS(=O)(=O)c1ccc(N/N=C2/CCCCC2C2CCCCC2)c([N+](=O)[O-])c1 (stereo unspecified) | 107 | 14 | 1.5 | 0.2 | 12 | 1.1 | -8 | 0 | -0.2 | -12
CC(C)(C)NC(=O)COc1ccc(CNn2nnnc2N)cc1 | 99 | 5 | 0.73 | -0.1 | -1 | 1.1 | -10 | 2 | -0.3 | 1
CCN1CCN(CCCOc2ccccc2-c2ccccc2)CC1 | 93 | 4 | 1.1 | 4.7 | 32 | 1 | -1 | -7 | -0.2 | -32
COc1cc(CNC2CCCC2)cc(Cl)c1OCc1ccccc1Cl | 95 | 6 | 0.99 | -4.5 | -1 | 1 | -5 | -3 | 0.4 | 1
COc1cc(OC)nc(-n2ncc(Br)c(Br)c2=O)n1 | 240* | 3 | 1.1 | 0.2 | -94 | 1.1 | -6 | -2 | 30* | 94*
Cc1ccc(OCC(=O)Nc2ccc(C)c(S(=O)(=O)N3CCCCC3)c2)c([N+](=O)[O-])n1 | 90 | -2 | 0.71 | 0.5 | 0 | 1 | 2 | -3 | -0.2 | 0
CCOC(=O)CN1C(=O)S/C(=C/c2ccc(N3CCCCC3)o2)C1=O | 100 | 15 | 1.1 | 1.4 | 11 | 1.1 | -8 | -1 | -0.4 | -11
COc1ccc(N2C(=O)C3CCCCC3C2=O)cc1NC(=O)c1ccccc1 (stereo unspecified) | 108 | 7 | 1.1 | -0.4 | 12 | 1 | -4 | -2 | 0.3 | -12
COc1ccc(CNc2nc(-c3ccccc3)nn2C(=O)c2ccc([N+](=O)[O-])cc2)cc1 | 116 | -5 | 2 | 0.7 | 24 | 1 | -4 | -2 | -0.1 | -24
CC(C)OC(=O)CCc1nc2ccccc2[nH]c1=O | 97 | 16 | 1 | 2.6 | 1 | 1 | -2 | -7 | -0.3 | -2
COC(=O)c1cn(NC(=O)Cc2ccc(Cl)c(Cl)c2)c(=O)c2ccccc12 | 94 | -4 | 1.1 | -0.2 | -28 | 1 | -5 | -3 | -0.4 | 28
CN(Cc1cnccn1)Cc1nc(Cc2cccc(F)c2)no1 | 92 | 6 | 1.1 | -0.1 | 5 | 1.1 | -9 | -5 | -0.4 | -5
Cc1sc(NC(=O)C2CCCCC2C(=O)O)c(C(N)=O)c1C (stereo unspecified) | 100 | 7 | 1 | 2.6 | -9 | 1.1 | -7 | -5 | -0.3 | 9
Cc1nc2nc(-c3ccco3)nn2c(C)c1Cl | 105 | -2 | 1.2 | 0.7 | 10 | 1 | -1 | -1 | -0.1 | -10
CCC1CCCN1Cn1cnc2c([nH]c3ccc(Cl)cc32)c1=O (stereo unspecified) | 105 | 7 | 1.3 | -0.2 | 10 | 1.1 | -9 | -5 | 0.2 | -10
O=C(NCc1ccc2c(c1)OCO2)C1CCN(S(=O)(=O)c2cccs2)CC1 | 95 | 8 | 1 | 0.9 | -6 | 1 | -2 | -6 | -0.1 | 6
Nc1ccc(Nc2ccncc2[N+](=O)[O-])cc1 | 89 | 5 | 0.9 | -0.7 | 6 | 1.1 | -8 | 2 | 0.1 | -6
CC(C)C(=O)Nc1ccc(C(=O)NNC(=S)NC(=O)c2ccccc2[N+](=O)[O-])cc1 | 103 | 8 | · | -0.7 | -7 | 1.1 | -8 | -8 | 0.2 | 7
CCCCOc1ccc(CSc2n[nH]c(C)n2)cc1 | 91 | -16 | 1.5 | 0.8 | 64 | 0.8 | 19 | -2 | 0.2 | -64
Cc1ccc(OCCN2C(=O)c3ccccc3C2=O)c(C)c1 | 106 | -13 | 1.4 | 1.4 | 12 | 1 | -1 | 0 | -0.1 | -12

Copied from the list.
Under APP 5'UTR act, `CCC1CCCN1Cn1cnc2c([nH]c3ccc(Cl)cc32)c1=O` (stereo unspecified) has 10
Under G6PDH CS, `O=C(NCc1ccc2c(c1)OCO2)C1CCN(S(=O)(=O)c2cccs2)CC1` has 8

Shown as a hit in Hsp70 act (from the list above):
SMILES | STAT1 act | NF-kB neuron act | Redox H2O2 prof | APP 5'UTR act | Efa HMGR inh | Hsp70 act | APP 5UTR inh
COc1cc(OC)nc(-n2ncc(Br)c(Br)c2=O)n1 | 240* | 1.1 | 0.2 | -94 | -2 | 30* | 94*

Next part
SMILES | STAT1 act | G6PDH CS | NF-kB neuron act | Redox H2O2 prof | APP 5'UTR act | FLuc act counter | FLuc inhib CS | Efa HMGR inh | Hsp70 act | APP 5UTR inh
COC(=O)c1sccc1NC(=O)C1CC=CCC1C(=O)O (stereo unspecified) | 108 | 6 | 1.1 | 2.5 | 4 | 1 | -3 | -1 | -0.2 | -4
CCCC(=O)Nc1ccccc1-c1nnn(CC(=O)Nc2ccc(OC)cc2)n1 | 90 | -10 | 1.4 | -2.8 | 1 | 1.1 | -12 | 1 | -0.2 | -1
CCn1c2ccccc2c2nn(C)c(=N)nc21 | 107 | -3 | 0.85 | 2.6 | -8 | 1.1 | -8 | -2 | -0.3 | 8
CC(NC(=O)Cc1ccsc1)c1ccc(S(N)(=O)=O)cc1 (stereo unspecified) | 106 | 13 | 1.2 | -1.4 | 8 | 1 | -4 | -4 | -0.4 | -8
CCOC(=O)c1ccccc1NS(=O)(=O)c1ccc(OCC)cc1 | 96 | 1 | 1 | 0.4 | -8 | 0.9 | 6 | -4 | -0.2 | 8
C#CCOCCOCCOCCNc1nc(N2CCN(C(=O)[C@H]([C@@H](C)CC)n3cc([C@@H](N)CC(C)C)nn3)CC2)nc(N2CCN(C(=O)[C@H](CCCCN)n3cc([C@@H](N)C(C)CC)nn3)CC2)n1 (stereo partly specified) | 102 | 2 | 0.91 | 0.6 | -7 | 1 | -5 | -1 | 0.2 | 6
CC(=O)c1cnc2c(-c3cccc(Br)c3)cnn2c1C | 113 | -9 | 1.6 | 0.8 | 7 | 1 | -3 | -3 | 0.1 | -7
Cc1cccc(C(=O)N/N=C2/SCC(=O)N2Cc2ccccc2)c1 | 107 | 10 | 1.1 | 0.2 | 13 | 1.1 | -6 | 3 | -0.1 | -13
COC(=O)c1ccc(N/C(C)=C/C(=O)c2ccc(C)o2)cc1 | 104 | -23 | 1.2 | 1.1 | -1 | 0.9 | 14 | 3 | -0.2 | 1
Cc1[nH]c(=S)[nH]c(=O)c1Cc1ccc(OCC(C)C)cc1 | 98 | 22 | · | -0.4 | 14 | 1.1 | -8 | -2 | -0.1 | -14
COc1ccc(-c2nnc(SCC(=O)NNC(=O)Cc3ccccc3)n2C)cc1OC | 110 | 8 | 1.4 | -0.2 | 6 | 1.1 | -5 | 1 | -0.3 | -6
O=C(Nc1ccccc1Oc1ccccc1)c1ccccc1F | 95 | -5 | 1.1 | -0.1 | 3 | 1.1 | -6 | 3 | -0.5 | -3
Cc1cc2c(cc1C)NC1(C(=O)Nc3ccccc31)C1=C(CC(C)(C)CC1=O)N2 (stereo unspecified) | 103 | 19 | 0.89 | -0.8 | -5 | 1 | -4 | -2 | -0.3 | 5
CC1CN(S(=O)(=O)c2ccccc2)C(C)CN1S(=O)(=O)c1ccccc1 (stereo unspecified) | 96 | 2 | 0.97 | -0.3 | -10 | 1 | 2 | 0 | -0.1 | 10
Cc1cc(C)nc(N2CCC(C(=O)NCc3ccccc3F)CC2)n1 | 102 | 2 | 1 | -0.7 | 1 | 1 | -2 | -1 | -0.3 | -1
CCc1cccc(NC(=O)c2ccc(Cn3nc(C)cc3C)o2)c1 | 96 | 0 | 1.2 | -0.6 | -4 | 1.1 | -5 | 2 | -0.1 | 4
CN(C)c1cc[n+](CC(=O)N2CCCc3ccccc32)cc1 | 98 | 5 | 1.2 | -0.5 | -2 | 1.1 | -9 | 0 | -0.1 | 2
C[C@H]([C@@H](N)C(=O)N[C@@H](C(=O)O)[C@@H]1O[C@H](n2ccc(=O)[nH]c2=O)[C@@H](O)[C@H]1O)[C@@H](O)c1ccc(O)cn1 | 96 | 18 | 0.98 | -1.1 | 18 | 1 | -2 | -6 | 0.0 | -18
COc1ccc(/C=C/C(=O)OCC(=O)NCC2CCCO2)cc1 (stereo unspecified) | 95 | -3 | 1.1 | 0.9 | -20 | 1 | 4 | 1 | -0.5 | 20
C#CCNC(=O)c1cc2sccc2n1C | 99 | 10 | 1.6 | 0.2 | 7 | 1 | -3 | 1 | -0.2 | -7
CN1C(=O)C(O)(c2sc(N)nc2-c2ccccc2)c2ccccc21 (stereo unspecified) | 105 | 1 | 1.1 | -0.7 | 7 | 1 | -5 | 3 | -0.1 | -7
COC(=O)Cc1c(O)ccn(CCc2c[nH]c3ccc(OC)cc23)c1=O | 98 | 8 | 1.1 | 1.1 | -15 | 1 | -4 | 5 | 0.0 | 15
CCOC(=O)C(NCc1ccccc1)(NC(=O)c1ccccc1)C(F)(F)F (stereo unspecified) | 93 | 4 | 1.1 | -6.5 | 2 | 1.1 | -7 | -7 | -0.5 | -2
CCOc1ccc(C(=O)Nc2ccc(N3CCN(S(C)(=O)=O)CC3)cc2)cc1[N+](=O)[O-] | 106 | 12 | 1.2 | -0.6 | -19 | 1.1 | -9 | -2 | -0.1 | 19
CC(C)(C)c1ccc(NC(=O)Cn2cnc3cc([N+](=O)[O-])ccc3c2=O)cc1 | 109 | 4 | 0.84 | -1.3 | 4 | 1 | 0 | 4 | 0.3 | -4
(cont.)
SMILES | STAT1 act | G6PDH CS | NF-kB neuron act | Redox H2O2 prof | APP 5'UTR act | FLuc act counter | FLuc inhib CS | Efa HMGR inh | Hsp70 act | APP 5UTR inh
CCN1CCN(C(=O)CCc2nc3ccccc3c(=O)[nH]2)CC1 | 104 | -3 | 1.1 | -3.6 | 5 | 1 | -3 | 0 | -0.1 | -5
O=C(CNC(=O)c1ccco1)OCC(=O)c1ccc(Cl)cc1 | 94 | 17 | 1.2 | 0.7 | -12 | 1 | -1 | 1 | -0.2 | 12
COCCn1c(=N)c(C(=O)NCc2ccco2)cc2c(=O)n3ccccc3nc21 | 108 | 1 | 1.2 | 0.1 | 14 | 1 | 1 | -1 | -0.2 | 8
CCC(=O)NC1(C(F)(F)F)C(=O)NC(C)=C1C#N (stereo unspecified) | 105 | 32 | 1.2 | 3.1 | 3 | 1 | 0 | -2 | 0.4 | -3
COc1cccc(-c2cc(=O)c3cc(NC(=O)c4ccccc4)ccc3[nH]2)c1 | 101 | 16 | 0.99 | 0.7 | -87 | 1.1 | -7 | 1 | 0.0 | 87*
Cc1ccc(S(N)(=O)=O)cc1NC(=O)/C=C/c1cccs1 | 98 | 8 | 1.3 | 6.0 | -7 | 1 | -1 | -7 | -0.2 | 7
